Screens from PubChem BioAssay.
Pin1 inhibitor: blocks the human prolyl isomerase Pin1; Pin1 FP peptide displacement, HiFluor488, 10 min; Potency, µM (titrated, usually from 115 µM), for the others: top-dose activity, negative = inhibition, hits mostly inhibitors; 390,000 tested, 0.009% active; active = well fitted inhibition curve with a large enough effect in the polarisation, with a control signal flat, not every such curve was filed as active; inconclusive = small, poorly fitted or top-dose-only effect, or effect the other way, or a change in a side signal; inactive = no such curve, though single readings can be large or run the other way; the % refers to the polarisation; also: % is scaled to controls: 0 for no effect and ±100 for the full control effect
Target sequence (Q13526 whole entry, looked up): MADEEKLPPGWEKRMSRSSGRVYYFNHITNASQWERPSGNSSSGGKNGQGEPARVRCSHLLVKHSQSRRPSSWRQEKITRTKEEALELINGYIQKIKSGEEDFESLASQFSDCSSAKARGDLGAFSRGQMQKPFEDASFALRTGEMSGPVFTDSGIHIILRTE
BLM helicase inh: blocks DNA unwinding by human BLM helicase; P54132; recombinant BLM DNA unwinding, fluorescence dequenching; Potency, µM (series often up to 56.1 µM), inactives show at the highest dose activity change, negative = inhibition, actives largely listed as inhibitors; 350,000 tested, 0.2% active; AID 2528;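 also: plate controls were vehicle for no effect and no enzyme for full effect; nearly all actives have a fitted effect of over 35% in size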
BAZ2B inh: inhibitors of human BAZ2B bromodomain | AID 504333 | AlphaScreen BAZ2B-H3K14Ac peptide displacement | 360,000 tested, 4.4% active | Potency, µM (doses to about 114 µM), for the others: top-dose activity change, negative = inhibition, hits mostly inhibitors | Q9UIF8; also: % is scaled to controls: 0 for no effect and ±100 for the full control effect; nearly all actives have a fitted effect of over 60% in size
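AlphaScreen luminescence quantifies BAZ2B engagement of H3K14Ac peptide; the protein and biotinylated peptide are both at 50 nM final, buffer PBS pH 7.4 with 0.01% Tween-20, all steps at room temperature.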
POLI inh: DNA polymerase iota (human) inhibition; Q9UNA4; Pol iota fluorescent replication assay, 10 min; Potency, µM (titrated, usually from 115 µM), for the others: top-dose activity, negative = inhibition, usual class: inhibitors; 390,000 tested, 1% active; AID 588590
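Fluorescent replication assay read twice, at 0 min and 10 min after adding 50 nM (final) substrate. Enzyme (10 nM) and compounds were first incubated 15 min at room temperature; enzyme-free buffer wells were negative controls.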
HP1b chromo inh: inhibitors of HP1-beta chromodomain binding to methylated histone tails | AlphaScreen HP1-beta / biotin-H3K9me3 peptide binding | 390,000 tested, 0.56% active | AID 540317 | P83916 | Potency, µM (series often up to 114 µM), for inactives: top-dose activity change, negative = inhibition, most hits filed as inhibitors; also: nearly all actives have a fitted effect of over 70% in size; inactives centre near 23
Target sequence (P83916 whole entry, looked up): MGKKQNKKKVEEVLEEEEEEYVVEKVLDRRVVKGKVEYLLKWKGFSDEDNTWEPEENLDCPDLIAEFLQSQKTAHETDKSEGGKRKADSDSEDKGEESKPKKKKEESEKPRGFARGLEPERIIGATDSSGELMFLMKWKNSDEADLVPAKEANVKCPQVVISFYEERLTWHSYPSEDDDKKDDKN
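Compound inhibition of the preformed complex between 50 nM HP1-beta and 50 nM biotinylated H3K9me3 peptide was read by AlphaScreen. Buffer was PBS pH 7.4 with 0.01% Tween-20. Incubations ran 30 min at room temperature, with 10 ug/mL donor/acceptor beads.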
G9a block: inhibitors of human histone lysine methyltransferase G9a. 350,000 tested, 8.8% active. Q96KQ7. Potency, µM (series often up to 102 µM), for the others: at the highest dose activity, negative = inhibition, hits mostly inhibitors. AID 504332. G9a H3K9 monomethylation, AlphaScreen, 2 h; also: % is scaled to controls: 0 for no effect and ±100 for the full control effect; nearly all actives have a fitted effect of over 75% in size
Target sequence (Q96KQ7 913-1193 limits assumed): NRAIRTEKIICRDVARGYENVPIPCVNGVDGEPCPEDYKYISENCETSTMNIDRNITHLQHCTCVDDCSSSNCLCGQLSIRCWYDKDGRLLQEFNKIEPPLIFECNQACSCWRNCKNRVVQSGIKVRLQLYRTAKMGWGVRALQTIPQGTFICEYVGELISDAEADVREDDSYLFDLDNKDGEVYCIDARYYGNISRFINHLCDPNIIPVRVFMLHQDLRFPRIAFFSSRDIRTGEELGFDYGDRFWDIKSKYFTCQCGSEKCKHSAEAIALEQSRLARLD
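Chemiluminescent proximity detection of H3K9 monomethylation, read after 10 min bead incubation in the dark. Reaction: 20 nM G9a, 500 nM biotin-H3K9 peptide, 20 uM SAM cofactor, 2 h, room temperature, following 15 min enzyme-compound preincubation.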
JMJD2A Tudor: blocks the human JMJD2A Tudor domain | O75164 | AlphaScreen JMJD2A-Tudor / H3K4me3 peptide binding | Potency, µM (highest dose often 114 µM), inactives show at the highest dose activity change, negative = inhibition, most hits filed as inhibitors | 390,000 tested, 4.4% active | AID 504339; also: % is scaled to controls: 0 for no effect and ±100 for the full control effect; nearly all actives have a fitted effect of over 50% in size
Tb PGK inh: T. brucei PGK inhibition | Potency, µM (series often up to 57.5 µM), for inactives: at the highest dose activity change, negative = inhibition, actives largely listed as inhibitors | PGK/GAPDH coupled, Kinase-Glo luminescence, 60 min | 380,000 tested, 0.043% active; also: % is scaled to controls: 0 for no effect and ±100 for the full control effect; nearly all actives have a fitted effect of over 60% in size
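Recombinant glycosomal PGK reaction used 1,3-bisphosphoglycerate generated in-well by GAPDH (100nM final) in 100mM TEA pH 7.6, 5mM MgCl2, 0.01% Tween-20. After 60 minutes at room temperature, ATP was read by Kinase-Glo Plus luminescence end-point.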
GLS inh: glutaminase GLS (human) inhibition. GLS enzymatic activity, qHTS titration. O94925. 410,000 tested, 0.21% active. AID 624170. Potency, µM (highest dose often 45.5 µM), inactives show at the highest dose activity change, negative = inhibition, most hits filed as inhibitors; also: % is scaled to controls: 0 for no effect and ±100 for the full control effect
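Compounds were pin-transferred onto hKGA, after which L-glutamine (1 mM solution) and a detection mix of glutamate oxidase, HRP and Amplex Red were added. Initial and 30 min RT fluorescence reads were collected.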
* = called active by the depositor; i = inactive; u = inconclusive; x = no result given; [ ] = dose if it differs, or a comment. Unless noted, calls follow the shape of the dose curve; as a rule, active = well fitted curve in the direction sought with a large enough effect; inconclusive = small, poorly fitted or top-dose-only effect, or another doubt; inactive = no such curve, though single readings can be large; an effect the other way counts as inactive or inconclusive. Potency is read from the fitted curve at half-maximal effect. The list is partial; count on the stated rates, not on these rows.

structure	Pin1 inhibitor	BLM helicase inh	BAZ2B inh	POLI inh	HP1b chromo inh	G9a block	JMJD2A Tudor	Tb PGK inh	GLS inh
O=C(NCc1ccccc1F)c1cc2ccccn2n1	-4%	-3%	1%	11%	17%	-2%[59 µM]	-14%	6%	-14%
O=C(NCCN1C(=O)C2C3C=CC(C3)C2C1=O)N1CCOCC1 (configuration not stated)	-7%	1%	-1%	-10%	50%[activator]	7%	-17%	-1%	3%
CC(C)Cn1c(N)c(C(=O)COC(=O)C2CC(=O)N(c3ccc4c(c3)OCCO4)C2)c(=O)n(C)c1=O (configuration not stated)	-1%	x	6%	17%	16%	-35%	-4%	3%	2%
CC1Cc2ccccc2N1C(=O)c1ccc(N2CCCC2)c([N+](=O)[O-])c1 (configuration not stated)	u	-5%	25µM*	-1%	-15%	u	45µM*	5%	13%
Cc1nnc(SCc2nnc(-c3ccccc3)o2)n(N)c1=O	-5%	-3%	5%	9%	21%	2%[12.7 µM]	-3%	7%	0%
Fc1cccc(F)c1/C=N/Nc1ccccn1	13%	-3%	-6%	10%	33%	0%	-11%	-3%	-7%
Cc1ccc(NC(=O)CSc2nnc([C@H](C)NC(=O)OC(C)(C)C)o2)c(C)c1	-1%	5%	-18%	55%[activator]	28%	-1%[12.7 µM]	-3%	-2%	0%
CCN(CC)c1ccc(NC(=O)COc2ccccc2C)cc1S(=O)(=O)Nc1ccccc1OC	7%	-3%	-7%	8%	u	10µM*	u	-7%	-5%
Cc1cc(OC(C)C(=O)NCc2cccnc2)c2c(C)c(C)c(=O)oc2c1 (configuration not stated)	7%	2%	-2%[57.1 µM]	9%	26%	5%	-18%	i	0%
Nc1cc(=O)[nH]c(SCC(=O)Nc2ccccc2-c2ccccc2)n1	0%	1%	-2%	74%[activator]	34%	10%	5%	-6%	-14%
NS(=O)(=O)c1ccc(NC(=S)N2CCc3ccccc32)cc1	3%	-5%	-6%	-7%	36%[activator]	x	-10%	-1%	25%
O=C(COC(=O)COc1ccc(Br)cc1)NCCC1=CCCCC1	13%	-3%	8%	34%[activator]	48%[activator]	23%[59 µM]	6%	-18%	-1%
Cc1ccccc1CNC(=O)C1CCCN(c2nnc(-n3c(C)ccc3C)s2)C1 (configuration not stated)	8%	-9%	-8%	16%	35%	4%[59 µM]	-31%	4%	0%
Cc1cc(C(=O)NCCc2ccc(Cl)cc2)no1	-1%	0%	3%	u	22%	x	-1%	i	-2%
COc1ccc(/C=C(\NC(=O)c2ccc(OC)cc2)C(=O)Nc2cccc(C(=O)O)c2)cc1	-3%	-5%	6%	-10%	22%	-1%	-4%	-8%	1%
COC(=O)c1ccc(CNC(=O)c2ccc(OC)c(S(=O)(=O)NC3CCCC3)c2)cc1	4%	x	7%	10%	36%	-3%[2.33 µM]	-4%	-5%	0%
Cc1cccc(N(C(=O)CNC(=O)c2ccco2)C(C(=O)NC2CCCC2)c2cccnc2)c1C (configuration not stated)	-3%	-2%	-5%	34%[activator]	37%	-3%	-12%	9%	-5%
CCOC(=O)CCC(=O)Nc1cc(S(=O)(=O)N2CCOCC2)ccc1N1CCCCC1	-5%	x	0%	21%	40%[activator]	25%[59 µM]	-9%	-4%	0%
Cc1oc2ccc(NS(=O)(=O)c3ccc(C(C)(C)C)cc3)cc2c1C(=O)Nc1ccccc1	33%[activator]	-4%	-29%[57.1 µM]	-2%	4%	15%[0.501 µM]	-32%	i	1%
CC(=O)Nc1ccc(C(=O)Nc2cccc(S(=O)(=O)NC3=NCCC3)c2)cc1	3%	x	-2%	-17%	22%	u	-7%	i	-4%
CN(Cc1ccccc1Br)C(=O)CSc1nnnn1C1CC1	2%	x	5%	32%[activator]	45%[activator]	u	8%	-7%	-5%
CCN(CC)C(=O)c1ccc(-c2ccccc2)cc1	-3%	1%	5%	1%	17%	-51%	10%	-7%	5%
O=C(COC(=O)c1ccncc1)NCc1ccccc1	3%	-6%	8%	-8%	37%	-50%	18%	-4%	-7%
O=C(CSc1nnc2ccccn12)NC(=O)c1ccccc1	1%	x	-4%	31%	48%[activator]	-11%[12.7 µM]	-1%	0%	-1%
O=C(/C=C/c1ccccc1)NC(NC(=S)Nc1cc(Cl)ccc1Cl)C(Cl)(Cl)Cl (configuration not stated)	21%	-1%	3%	7%	-3%	-2%[0.501 µM]	-19%	x	-3%

The closing 2 compounds of the section before open the next one:
structure	Pin1 inhibitor	BLM helicase inh	BAZ2B inh	POLI inh	HP1b chromo inh	G9a block	JMJD2A Tudor	Tb PGK inh	GLS inh
O=C(CSc1nnc2ccccn12)NC(=O)c1ccccc1	1%	x	-4%	31%	48%[activator]	-11%[12.7 µM]	-1%	0%	-1%
O=C(/C=C/c1ccccc1)NC(NC(=S)Nc1cc(Cl)ccc1Cl)C(Cl)(Cl)Cl (configuration not stated)	21%	-1%	3%	7%	-3%	-2%[0.501 µM]	-19%	x	-3%
S=C1NC[C@H](c2ccccc2)N1CCCCC1CCCCC1	-4%	-15%	-12%	8%	9%	4%[12.7 µM]	-35%	-9%	0%
C=CC[C@H](CC(=O)N(CCO)Cc1ccccc1)C(=O)NCCOC(=O)[C@@H](CC=C)CC(=O)OC(C)(C)C	3%	x	x	24%	81%[activator]	x	-10%	i	-4%
CN(CC(=O)Nc1cccc(F)c1)CC(=O)N1CCCCC1	-5%	x	-32%	38%	34%	u	-13%	-1%	0%
COC(=O)Cn1c(O)c(N=NC(=O)OC)c2ccccc21	1%	-3%	-1%	23%	24%	-8%	-13%	-1%	1%
Cc1ccc[n+](-c2[nH]c(=O)sc2/C=N/N=C(\[O-])CCn2c3ccccc3c3ccccc32)c1	-18%	-1%	-23%	-26%[58.9 µM]	-10%	0%	-17%	-6%	2%
CC(C)C(=O)Nc1ccc(C(=O)Nc2nnc(C(C)(C)C)s2)cc1	5%	-3%	-1%	24%	26%	x	2%	-2%	-10%
O=c1cc(-c2ccc(C3CCCCC3)cc2)[nH][nH]1	3%	-5%	-15%	87%[activator]	-36%	9%	u	-4%	-4%
CC(C)c1nnc(NC(=O)CCC(=O)N2CCN(Cc3ccc(F)cc3)CC2)s1	-3%	1%	-1%	-2%	34%	x	-2%	6%	19%
COc1ccc(C=O)cc1C1=CC(=O)C[C@H](c2ccc(Cl)cc2)C1	2%	x	-7%	-20%	34%	8%[2.33 µM]	-13%	-3%	2%
O=C(CCc1nc2ccccc2s1)N1CCN(S(=O)(=O)c2cccs2)CC1	5%	2%	47%[activator]	-7%	22%	-30%[59 µM]	-12%[57.1 µM]	i	-6%
CCOC(=O)c1cnc2c(-c3ccccc3)c(-c3ccccc3)nn2c1C	3%	-2%	33%	19%	149%[activator]	195%[activator]	85%[activator]	-8%	-20%
COc1ccc(CC(=O)Nc2ccc3nc(N4CCCCC4)cc(C)c3c2)cc1	u	-8%	1%	52%[activator]	46%[activator]	4%[59 µM]	-14%	8%	3%
Clc1ccccc1-c1nnc2n1CCCCC2	-1%	-1%	1%	-8%[58.9 µM]	12%	x	0%	-1%	7%
CN(C)c1ccc(/C=C/c2cc[n+](C)cc2)cc1	u	-7%	u	3%	-27%	10µM*	-20%	i	20%
COc1ccc(OC)c(/C=C(\C)C(=O)c2c(C)cc(C)[nH]c2=O)c1	-9%	x	x	172%[activator]	7%	x	-13%	7%	2%
COc1ccccc1-n1c(SCC(=O)NC(C)(C)C)nc(O)c(Cc2ccccc2)c1=O	4%	0%	2%	3%	30%	33%[0.501 µM]	-11%	-10%	3%
CC1(C)CC(OC(=O)c2ccco2)CC(C)(C)N1O	u	-2%	-6%	u	26%	-43%	2%[57.1 µM]	-9%	48%[activator]
O=C1c2ccccc2CCC12N=NCC2c1ccc(Cl)cc1 (configuration not stated)	-2%	-7%	12%	10%	107%[activator]	0%[12.7 µM]	7%	6%	6%
Cc1ccc(CN2CCN(/N=C/c3ccc(N(C)C)cc3)CC2)cc1	-1%	-6%	u	22%	u	x	u	-8%	25%
Cc1cc(N2C(=O)C(=O)/C(=C(/O)c3ccc(F)cc3)C2c2ccc(F)cc2)no1 (configuration not stated)	3%	-1%	-12%	-11%	8%	7%[12.7 µM]	u	-5%	27%
N/C(=N\OC(=O)c1ccc(Cl)cc1)c1nonc1N	0%	-2%	-3%	18%	33%	7%[59 µM]	-15%	-17%	4%
NC(=O)c1ccc(NC(=O)COC(=O)CCN=C2NS(=O)(=O)c3ccccc32)cc1	8%	x	9%	22%	30%	5%[12.7 µM]	4%	-1%	-2%
C#CCOCCOCCOCCNc1nc(N2CCOCC2)nc(N2CCN(C(=O)[C@H](CCCCN)n3cc([C@@H](N)CC(C)C)nn3)CC2)n1	-13%	-5%	-37%	-20%	48%[activator]	u	-26%	-5%	5%
CC1CN(CCOc2ccc(F)cc2)CC(C)O1 (configuration not stated)	2%	-2%	50µM*	18%	u	7.1µM*	20µM*	i	-1%
C#CCOCCOCCOCCNc1nc(N2CCN(C(=O)C([C@@H](C)O)n3cc([C@@H](N)CCCCN)nn3)CC2)nc(N2CCN(C(=O)[C@H](CCC(=O)O)n3cc([C@@H](N)CCCCN)nn3)CC2)n1 (some centres not stated)	2%	x	x	8%	41%[activator]	x	u	12%	-5%
O=C(c1coc2ccc(O)c(CN3CCOCC3)c12)C1CC1	-4%	-2%	-7%	-1%	20%	-40%	5%	-5%	-7%
CCC(=O)N(Cc1cccs1)C1CCOC(C)(C)C1 (configuration not stated)	-7%	-2%	-3%	3%	54%[activator]	-14%	6%	-6%	1%
CCc1cc2cc(C)ccc2nc1SCC(=O)NNC(=O)c1ccco1	7%	-3%	25%	78%[activator]	28%	12%	-1%	-4%	-6%
COc1ccc(S(=O)(=O)N2CCC(C(=O)N3CCOCC3)CC2)cc1Cl	8%	-4%	-26%	62%[activator]	36%	u	-8%	3%	0%
